mIDH1 inhibitor: blocks human mutant IDH1 R132H enzyme; hit rate 0.093% among 390,000; IDH1-R132H enzyme, NADPH consumption, diaphorase/resazurin fluorescence; O75874; Potency, µM (series often up to 76.6 µM), for the others: at the top dose activity change, negative = inhibition, hits mostly inhibitors; note: % is set by controls: 0 for no effect and ±100 for the full control effect; nearly all actives have a fitted effect of over 65% in size
Target sequence (O75874 whole entry R132H, stated change not applied): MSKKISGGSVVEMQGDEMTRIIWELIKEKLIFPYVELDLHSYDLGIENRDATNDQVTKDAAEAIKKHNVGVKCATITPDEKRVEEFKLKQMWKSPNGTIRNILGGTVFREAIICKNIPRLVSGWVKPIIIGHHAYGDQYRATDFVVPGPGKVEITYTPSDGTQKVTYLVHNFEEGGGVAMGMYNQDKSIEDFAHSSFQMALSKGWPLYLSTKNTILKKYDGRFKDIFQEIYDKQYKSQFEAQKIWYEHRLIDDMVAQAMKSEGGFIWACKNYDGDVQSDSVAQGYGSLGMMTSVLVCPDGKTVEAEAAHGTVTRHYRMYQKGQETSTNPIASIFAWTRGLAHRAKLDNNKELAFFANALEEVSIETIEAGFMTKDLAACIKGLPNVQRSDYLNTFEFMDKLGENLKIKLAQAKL
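IDH1-R132H (0.5 ug/mL dispensed) in pH 7.5 Tris buffer was preincubated 30 min with compound, then given a substrate mix of 0.016 mM NADPH and 2 mM alpha-KG for 80 min at room temperature; remaining NADPH was read by diaphorase/resazurin fluorescence.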
TrxR1 substrate: substrates of rat thioredoxin reductase 1; AID 588456; O89049; hit rate 0.01% among 390,000; purified TrxR1 substrate turnover, NADPH consumption readout; Potency, µM (top dose mostly 114 µM), without a hit: at the top dose activity change, negative = substrate turnover; note: % is set by controls: 0 for no effect and ±100 for the full control effect; nearly all actives have a fitted effect of over 50% in size
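Rat TrxR1, dispensed at 90 nM, was prereduced with 400 uM NADPH (final) for 5 min at ~22 deg C, then incubated with compound 15 min before 400 uM selenite. A first-read NADPH fluorescence drop versus no-compound background flagged substrates.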
Vif-APOBEC3G blk: Vif-A3G binding inhibition. Potency, µM (highest dose often 46.1 µM), without a hit: at the top dose activity, negative = active, actives largely listed as inhibitors. AID 602310. hit rate 0.076% among 410,000. HeLa A3G-eYFP + Vif (tagged APOBEC3G with the HIV-1 protein that degrades it), YFP fluorescence, overnight;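 note: % is set by controls: 0 for no effect and ±100 for the full control effect; nearly all actives have a fitted effect of over 60% in size; hits raise eYFP signal because A3G escapes Vif-driven loss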
Target sequence (Q9HC16 whole entry, looked up): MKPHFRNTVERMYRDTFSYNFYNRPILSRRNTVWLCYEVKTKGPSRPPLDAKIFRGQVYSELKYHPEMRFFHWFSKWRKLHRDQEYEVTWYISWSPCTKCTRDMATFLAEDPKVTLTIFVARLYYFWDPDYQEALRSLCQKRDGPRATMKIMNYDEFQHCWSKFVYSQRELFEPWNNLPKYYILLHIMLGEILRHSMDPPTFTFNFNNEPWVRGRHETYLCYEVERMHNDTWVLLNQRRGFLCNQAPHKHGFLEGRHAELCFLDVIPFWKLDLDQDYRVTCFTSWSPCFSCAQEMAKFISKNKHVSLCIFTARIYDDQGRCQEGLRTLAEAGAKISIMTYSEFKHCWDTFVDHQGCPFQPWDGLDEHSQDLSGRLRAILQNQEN
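Read-out is eYFP fluorescence (Ex 488/Em 500-530) from Vif-expressing HeLa A3G-eYFP cells; more signal means A3G escaped Vif-mediated degradation. Cells plated overnight, compound pinned in, incubated overnight at 37 deg C.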
Vif-A3F inh: Vif-A3F binding inhibition | hit rate 0.2% among 390,000 | Potency, µM (series often up to 46.1 µM), for inactives: at the top dose activity, negative = active | HeLa A3F-eYFP + Vif (tagged APOBEC3F with the HIV-1 protein that degrades it), YFP fluorescence increase | AID 602313; note: % of control where 0% means no effect; nearly all actives have a fitted effect of over 65% in size
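HeLa cells stably expressing A3F-eYFP plus Vif, plated and incubated overnight at 37 deg C, then exposed to compounds overnight at 37 deg C. Blocked degradation read as raised yellow fluorescence (Ex 488/Em 500-530).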
RGS4 inhibitor: inhibitors of human regulator of G protein signaling 4; P49798; Transcreener GDP fluorescence polarization, RGS4-accelerated GTP hydrolysis; Potency, µM (series often up to 114 µM), without a hit: at the highest dose activity change, negative = inhibition, usual class: inhibitors; hit rate 0.039% among 390,000; note: % is set by controls: 0 for no effect and ±100 for the full control effect; nearly all actives have a fitted effect of over 75% in size; some results filed as inactive show a strong effect at the top dose
Target sequence (P49798 whole entry, looked up): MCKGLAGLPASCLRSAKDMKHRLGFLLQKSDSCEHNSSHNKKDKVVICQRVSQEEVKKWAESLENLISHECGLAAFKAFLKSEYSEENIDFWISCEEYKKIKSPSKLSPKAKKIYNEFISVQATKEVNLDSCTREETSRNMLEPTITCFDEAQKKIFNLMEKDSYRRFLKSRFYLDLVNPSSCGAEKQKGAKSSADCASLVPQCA
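MLSMR compounds (23 nl, pin-transferred) preincubated 10 min at room temperature with a 500nM (2x) first reagent, then RGS4 at 900nM (2x) plus Transcreener GDP mix added; fluorescence polarization (620/688 nm) read before and after 90 min at 30 °C.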
12-LOX inh: blocks human arachidonate 12S-lipoxygenase | Potency, µM (top dose mostly 108 µM), for the others: at the top dose activity change, negative = inhibition, most hits filed as inhibitors | hit rate 1.1% among 580,000 | purified 12hLO, xylenol orange hydroperoxide absorbance | P18054; note: % is set by controls: 0 for no effect and ±100 for the full control effect
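Purified human 12hLO (150 nM final) in 25 mM Hepes, 0.01% Triton X-100, pH 7.0 was preincubated 15 min at room temperature with compound. Then 40 uM arachidonic acid was added, 30 min. Hydroperoxide was read by Fe-XO absorbance ratio 573/405 nm.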
rTrxR1 inhibitor: blocks rat thioredoxin reductase 1 | recombinant rTrxR1, NADPH fluorescence consumption, selenite substrate | Potency, µM (titrated, usually from 114 µM), for inactives: at the highest dose activity change, negative = inhibition, most hits filed as inhibitors | hit rate 1% among 390,000 | AID 588453; note: % is set by controls: 0 for no effect and ±100 for the full control effect; nearly all actives have a fitted effect of over 65% in size
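Rat TrxR1 (90 nM in the dispensed reagent) was pre-reduced with 400 uM NADPH for 5 min at room temperature, then incubated with compound for 15 min. After 400 uM selenite was added, NADPH fluorescence (Ex 340/Em 450 nm) was followed for 8 min.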
USP1-UAF1 inh: USP1/UAF1 (human) deubiquitinase inhibition. recombinant USP1/UAF1, Ub-Rhodamine cleavage fluorescence. AID 743255. Potency, µM (titrated, usually from 57.1 µM), without a hit: at the top dose activity change, negative = inhibition, usual class: inhibitors. hit rate 0.23% among 390,000. O94782; note: % is set by controls: 0 for no effect and ±100 for the full control effect; nearly all actives have a fitted effect of over 60% in size; inactives centre near -12
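Step one: compound is pinned into 1nM USP1/UAF1 in HEPES pH 7.8 buffer with TCEP. Step two: 15 min room-temperature incubation. Step three: Ub-Rho (150nM final) starts cleavage, tracked by fluorescence over six one-minute reads.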
RXFP1 agonist: agonists of human relaxin receptor RXFP1. HEK293T-RXFP1 cAMP TR-FRET, 30 min; response scale: percent of porcine relaxin response, buffer zero. Potency, µM (doses to about 57.5 µM), inactives show at the top dose activation, most hits filed as activators. hit rate 0.3% among 370,000; note: % is set by controls: 0 for no effect and ±100 for the full control effect; nearly all actives have a fitted effect of over 60% in size; many of its hits are not listed in these tables
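cAMP rise read by TR-FRET after 30 min, 37C compound exposure (up to 58 uM) in RXFP1-transfected HEK293 cells with Ro 20174 present. EC50 from Hill-equation fits, with 29 nM porcine relaxin as 100% and buffer as basal.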
Active calls of the source: *; i = inactive; u = inconclusive; x = not tested or not shown; & = joins results of further samples; [ ] = another dose, or the depositor's remark. Calls come from the whole dose curve; as a rule, active = well fitted curve in the direction sought with a large enough effect; inconclusive = small, poorly fitted or top-dose-only effect, or another doubt; inactive = no such curve, though single readings can be large; an effect the other way counts as inactive or inconclusive. Potency is the fitted concentration of half-maximal effect.

entry	compound	mIDH1 inhibitor	TrxR1 substrate	Vif-APOBEC3G blk	Vif-A3F inh	RGS4 inhibitor	12-LOX inh	rTrxR1 inhibitor	USP1-UAF1 inh	RXFP1 agonist
1	CCCC(=O)Nc1ccc2c(c1)nc(CN1CCN(C(C)=O)CC1)n2C	6%	5%[57.1 µM]	1%	4%	-23%	0%	26%[57.1 µM]	-8%	1.4%
2	COCCn1nnnc1CN1CCC(C)CC1	5%	5%	0%	0%	-22%	-15%	1%	-20%	3.7%
3	CCOc1ccc(S(=O)(=O)N2CCN(c3ccccc3)CC2)c2cccnc12	6%	-3%	-2%	2%	9%	15%	-7%	-19%	-4.4%
4	CCOc1cc(C2NN=C(c3ccccc3)S2)ccc1OCc1ccccc1Cl (stereo not given)	4%	27%	-4%	x	19%	u	11%	-24%	2.7%
5	COc1cccc(C(=O)NCCN2CCOCC2)c1	4%	7%[57.1 µM]	2%	0%	14%	-5%[57.4 µM]	7%[57.1 µM]	-5%	2.2%
6	O=C(Nc1ccc(Br)cc1)c1csc(-c2ccncc2)n1	13%	-8%[57.1 µM]	3%	15%	u	-3%	11%[57.1 µM]	u	-2.1%
7	O=c1oc2c(CN3CCOCC3)c(O)c(Cl)cc2c2c1CCCC2	5%	x	1%	3%	-25%	i	106%[activator]	-1%	0.4%
8	CCOC(=O)[C@H]1[C@H]2COc3ccc(OC)cc3[C@@H]2N2C(=O)c3ccc(F)cc3NC(=O)[C@@]12C	-2%	-5%	-5%	0%	9%	-27%	10%[57.1 µM]	9%	0.5%
9	Cc1nn(C)cc1/C=C/C(=O)c1cccs1	-1%	1%	0%	1%	-10%	14%	-23%	-7%	0.6%
10	Cc1cc(=O)oc2cc(OCC(=O)NCCCN3CCOCC3)ccc12	5%	15%[57.1 µM]	0%	-1%	4%	0%	13%[57.1 µM]	0%	6.5%
11	Cc1ccc(CCNC(=O)c2ccc3c(c2)c(C)c(C)n3Cc2ccccc2)cc1	-9%	4%[57.1 µM]	0%	9%	20%	-24%	25%[57.1 µM]	u	-0.4%
12	COc1ccccc1CNC(=O)C(C)NS(=O)(=O)c1ccccc1 (stereo not given)	-5%	-9%	-2%	-10%	-39%	22%	-14%	-24%	0.9%
13	CCCOc1ccc(NC(=O)CC2C(=O)N(c3cccc(C)c3)C(=O)N2CCc2ccncc2)cc1 (stereo not given)	14%	-3%	4%	-1%	9%	-7%	28%	-6%	1.9%
14	CCC1(C)Cc2c(C#N)c(N)n(-c3ccccc3)c(=S)c2CO1 (stereo not given)	-1%	5%[57.1 µM]	3%	-12%	-11%	u	9%[57.1 µM]	-21%	1.7%
15	O=C(CSc1nnc(-c2ccccc2O)o1)N1CCOCC1	0%	5%	1%	-11%	1%	0%	21%	-8%	2.8%
16	CCn1c(SCC(=O)NCc2ccc3c(c2)OCO3)nnc1-c1cccs1	1%	4%[57.1 µM]	-1%	0%	27%	-1%	14%[57.1 µM]	-11%	0.0%
17	CCCCCCNCCn1cnc2c(N)ncnc21	5%	6%[57.1 µM]	0%	0%	-15%	16%	-7%[57.1 µM]	-19%	7.2%
18	Cc1ccc(C)c(Nc2nn3c(=O)c4ccc(C(=O)NCCC5=CCCCC5)cc4nc3s2)c1	-6%	7%	1%	-12%	3%	u	33%	u	1.8%
19	C/C(CC(=O)N1CCN(C=O)CC1)=N\NC(=O)c1ccc(Cl)cc1	0%	3%[57.1 µM]	-2%	-16%	-28%	5%	-22%[57.1 µM]	3%	-0.7%
20	CCCn1cc(S(=O)(=O)c2ccc(OCC)cc2)c(=O)c2cc(C)ccc21	-5%	3%	-6%	-2%	-1%	-27%	15%	-21%	-3.6%
21	Cc1ccc(CCCOC(=O)C[N+]2(C)CCCCC2)cc1	7%	7%[57.1 µM]	1%	-1%	-12%	u	19%[57.1 µM]	-9%	-2.2%
22	C[C@H](NC(=O)c1nc[nH]c1C(=O)N1CCN(C(=O)OC(C)(C)C)CC1)C(=O)OCc1ccccc1	-12%	8%[57.1 µM]	-1%	1%	9%	5%	16%	u	-1.1%
23	CCOc1ccc(-c2cccc(NC(=O)COc3ccccc3)c2)nn1	5%	0%	-1%	4%	-15%	x	13%	-23%	0.7%
24	CCOc1ccc2oc(C(=O)N(CCOC)c3c(N)n(CC(C)C)c(=O)[nH]c3=O)c(C)c2c1	5%	-4%	-2%	0%	7%	0%	-12%	0%	0.2%
25	COc1ccc(NC(=O)CN(C)C(=O)c2cn(-c3ccccc3)nc2-c2cccnc2)cc1	10%	-6%	-1%	8%	-27%	-8%	5%	-20%	-0.2%
26	CC1CCN(C(=O)c2c(NC(=O)c3ccccc3F)sc3c2CCC(C(C)(C)C)C3)CC1 (stereo not given)	9%	-5%	3%	6%	0%	-24%	-16%	-2%	1.6%
27	O=C(Cn1ncc2c3ccccc3n(Cc3ccccc3F)c2c1=O)N1CCCCCC1	-7%	4%	0%	0%	-15%	6%	7%	-26%	-0.5%
28	O=C(O)c1[nH]c2ccccc2c1CC(=O)N1CCN(c2ccccc2)CC1	-9%	-5%[57.1 µM]	3%	6%	8%	u	-9%[57.1 µM]	-17%	-0.2%
29	O=C(CN(C(=O)c1csnn1)c1cccc2c1CCCC2)NCc1ccc(F)cc1	0%	7%[0.0914 µM]	1%	-7%	-27%	-21%	17%[57.1 µM]	-14%	1.7%
30	Cc1ccccc1OCc1ccc(-c2nc(C#N)c(NCCCN(C)C)o2)o1	0%	9%	8%	-19%	-13%	-6%	4%	-15%	-0.8%
31	Cc1cccc(C(=O)OCC(=O)c2ccc3c(c2)OCCO3)c1O	-4%	-2%	7%	-14%	-11%	200%[activator]	17%	-9%	x
32	Cc1csc(N/N=C/c2c(F)cccc2Cl)n1	8%	7%[57.1 µM]	-2%	-27%	-13%	u	11%[57.1 µM]	-13%	1.5%
33	CCCOP(=O)(c1ccc(N(C)C)cc1)C(O)c1ccc(Br)cc1 (stereo not given)	4%	-8%[57.1 µM]	1%	3%	-21%	-4%	15%[57.1 µM]	-20%	7.7%
34	COc1ccc(-n2c(=O)cc(N3CCN(c4ccccc4F)CC3)[nH]c2=O)cc1	12%	4%	4%	0%	-12%	6%	u	7%	0.8%
35	Cc1c(NC(=O)c2c(F)c(F)c(F)c(F)c2F)c(=O)n(-c2ccccc2)n1C	6%	14%[57.1 µM]	1%	0%	-13%	-6%	11%[57.1 µM]	-15%	-0.9%
36	O=C(COc1cc(Cl)ccc1Cl)Nc1nnc(CC(=O)N2CCOCC2)s1	-3%	-9%	2%	-21%	20%	0%	-4%	-2%	0.2%
37	CCOC(=O)c1[nH]c2ccccc2c1NC(=O)c1ccc(S(=O)(=O)N2CCCC2)cc1	-3%	4%	-1%	1%	-1%	u	6%	-27%	0.1%
38	CCn1c(SCC(=O)N2CCC(C)CC2)nnc1-c1ccc(S(=O)(=O)N2CCN(C)CC2)cc1	-4%	8%	1%	-5%	22%	0%	-16%	-9%	0.7%
39	O=C1CCC(C(=O)Nc2ccccc2N2CCCC2)=NN1	0%	-6%	0%	2%	-5%	-23%	-7%	-3%	-1.2%
40	CC(=O)Nc1ccc(N(C(=O)c2cnccn2)C(C(=O)NC2CCCCC2)c2ccc(F)cc2)cc1 (stereo not given)	6%	11%[57.1 µM]	-3%	u	3%	u	32%[57.1 µM]	-16%	-0.6%
41	COc1ccc(/C=N/NC(=O)c2c(C)nc3ccccn23)cc1[N+](=O)[O-]	7%	-2%[11.4 µM]	0%	-21%	19%	0%	-1%[11.4 µM]	-4%	1.6%
42	Cc1ccc(S(=O)(=O)NNC(=S)Nc2c(Cl)cccc2Cl)cc1	-8%	2%[57.1 µM]	0%	6%	u	0%	20%[57.1 µM]	-12%	0.4%
43	Cc1ccc(NS(=O)(=O)c2ccc3c(c2)NC(=O)CO3)cc1Cl	-5%	-4%	-7%	-1%	11%	-28%	24%	-10%	0.8%
44	O=C1c2ccc(Br)cc2C(=O)N1c1ccc(Cl)cn1	0%	5%	1%	-7%	11%	-26%	16%	-21%	0.8%
45	COc1ccc(C)cc1NC(=O)CN1C(=O)CSc2ccc(S(=O)(=O)N3CCCC3)cc21	-2%&2%	3%&5%	2%&4%	2%&3%	2%&4%	-8%&-1%	29%&32%	-24%	3.2%&-0.4%
46	O=C(NC(=S)Nc1ccc2c(c1)OCCO2)c1cccc2ccccc12	7%	-7%	10%	1%	1%[11.4 µM]	16µM*	u	-19%	3.9%
47	O=C(Nc1ccc([N+](=O)[O-])cc1)Nn1cnnc1	0%	-6%	2%	-6%	34%	2%	-9%	-3%	0.1%

Not all compounds are listed; count on the stated rates, not on these rows.
